NR1D1 modulator: modulates human Rev-erb alpha binding to DNA | P20393 | Rev-erbα–FITC-DNA binding, fluorescence polarization, 90 min | 370,000 compounds, 0.79% hits | activity, % at 10 µM;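 active = activity above about 14%, limit read from the data; passing the limit was not always enough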;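 also: 0% = DMSO wells with 35 nM protein and 100% = DMSO wells with 750 nM protein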
Target sequence (P20393 whole entry, looked up): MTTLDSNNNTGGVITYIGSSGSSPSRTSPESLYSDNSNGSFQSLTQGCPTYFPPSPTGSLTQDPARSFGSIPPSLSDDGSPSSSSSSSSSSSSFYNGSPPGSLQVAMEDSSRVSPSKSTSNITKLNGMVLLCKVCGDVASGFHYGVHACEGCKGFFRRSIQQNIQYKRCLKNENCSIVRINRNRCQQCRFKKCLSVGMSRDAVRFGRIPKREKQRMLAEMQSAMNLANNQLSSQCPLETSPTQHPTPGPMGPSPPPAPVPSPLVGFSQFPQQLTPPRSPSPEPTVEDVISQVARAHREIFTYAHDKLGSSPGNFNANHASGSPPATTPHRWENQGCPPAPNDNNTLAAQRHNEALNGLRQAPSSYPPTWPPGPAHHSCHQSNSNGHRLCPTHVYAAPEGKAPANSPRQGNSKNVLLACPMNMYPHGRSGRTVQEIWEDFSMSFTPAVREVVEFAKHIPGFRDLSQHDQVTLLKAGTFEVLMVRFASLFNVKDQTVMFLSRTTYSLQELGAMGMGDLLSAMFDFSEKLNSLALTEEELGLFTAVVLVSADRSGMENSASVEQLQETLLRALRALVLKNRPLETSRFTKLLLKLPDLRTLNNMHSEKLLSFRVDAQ
Tn6 DDE FP: disrupts Tn6 cyclic peptide binding to fibrin D-Dimer-E complex | P02675 | Fibrin DD(E) TRITC-Tn6 fluorescence polarization displacement | inhibition, % at 8.3 µM | 370,000 compounds, 0.21% hits | AID 720509;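 active = inhibition above a per-campaign cutoff: mean of compounds within control limits plus 3 SD, cut at about 15% in these data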;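 also: 0% = median of all compound wells on the plate and 100% = blocking peptide control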
ARFGAP1 inhibitor: rat ARFGAP1 inhibition | Q62848 | Arfgap1-stimulated ARF1 GTP hydrolysis, GDP FP detection | inhibition, % at 16.5 µM | 360,000 compounds, 0.26% hits | AID 651572;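 active = inhibition above a per-plate limit, mean inhibition of low control wells plus 3 SD, cut at about 25% in these data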;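 also: 0% = DMSO wells with enzyme and 100% = wells lacking Arfgap1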
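Repeats: one replicate per compound; assay system: rat Arfgap1 catalytic domain, aa 1-136; times: enzyme reaction 120 min at 25 °C after 20 min preincubation; detection: FP of antibody-bound GDP Alexa 633 tracer, ex 620/em 688 nm; benchmarks: high control wells lacking Arfgap1, low control full reaction with DMSO; reagent: human ARF1(Δ1-17)-GTP substrate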
proKLK7 act: activators of human kallikrein-7 zymogen. P49862. purified proKLK7, EDANS-DABCYL substrate fluorescence; 100% is mature enzyme control, 0% vehicle. activation, % at 7 µM. 370,000 compounds, 0.9% hits. AID 652039;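 active = activation above the mean of all tested compounds plus 3 SD, computed per campaign excluding outliers beyond control limits, cut at about 13% in these data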
PLC-gamma1 inh: inhibitors of human phospholipase C gamma1; P19174; purified PLC-gamma1, fluorogenic substrate, fluorescence; inhibition, % at 12.2 µM; 370,000 compounds, 0.84% hits; AID 720700; in the data active = inhibition above about 9.5%
PLCb3 inh: inhibitors of human phospholipase C beta3. Q01970. inhibition, % at 12.2 µM. Purified PLC-beta3, fluorogenic substrate, fluorescence. AID 720704. 370,000 compounds, 0.18% hits; in the data active = inhibition above about 11%;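 also: 0% = median of compound wells on plate and 100% = full blocker control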
ASAP1 GAP inh: inhibitors of human ASAP1 ArfGAP activity; ASAP1-stimulated ARF1 GTP hydrolysis, GDP FP detection; inhibition, % at 16.5 µM; 360,000 compounds, 0.19% hits; AID 624377; in the data active = inhibition above about 25%;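 also: 0% = vehicle with enzyme and substrate and 100% = no enzyme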
Tn7 DDE FP: DD(E)-Tn7 binding inhibition, primary FP screen; P02675; FP displacement of FITC-Tn7 peptide from fibrin DD(E); 0% = median of compound wells per plate; inhibition, % at 8.3 µM; 370,000 compounds, 0.13% hits; AID 720508;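 active = inhibition above the mean of compounds falling within the control limits plus 3 SD of them, cut at about 14% in these data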;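 also: 0% = plate median of compound wells and 100% = 10 µM Aha-Tn7 peptide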
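Test system: human clot-derived fibrin DD(E) complex / Quantity: 2 µM final DD(E) protein / Incubation: 10 min plus 3 h, room temperature / Measured by: fluorescence polarization / Benchmarks: high control of 10 µM Aha-Tn7 peptide / Replicates: singlicate testing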
HGIII-sPLA2 inh: Inhibits HGIII-sPLA2 liposome hydrolysis, primary screen; Q9NZ20; inhibition, % at 12.2 µM; 370,000 compounds, 0.56% hits; QFRET BODIPY PC-A2 liposome hydrolysis, fluorescence;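 active = inhibition above mean plus 3 SD of compounds lying within the high and low control bounds, cut at about 19% in these data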;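 also: 0% = median of test compound wells and 100% = no enzyme DMSO wells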
Target sequence (Q9NZ20 whole entry, looked up): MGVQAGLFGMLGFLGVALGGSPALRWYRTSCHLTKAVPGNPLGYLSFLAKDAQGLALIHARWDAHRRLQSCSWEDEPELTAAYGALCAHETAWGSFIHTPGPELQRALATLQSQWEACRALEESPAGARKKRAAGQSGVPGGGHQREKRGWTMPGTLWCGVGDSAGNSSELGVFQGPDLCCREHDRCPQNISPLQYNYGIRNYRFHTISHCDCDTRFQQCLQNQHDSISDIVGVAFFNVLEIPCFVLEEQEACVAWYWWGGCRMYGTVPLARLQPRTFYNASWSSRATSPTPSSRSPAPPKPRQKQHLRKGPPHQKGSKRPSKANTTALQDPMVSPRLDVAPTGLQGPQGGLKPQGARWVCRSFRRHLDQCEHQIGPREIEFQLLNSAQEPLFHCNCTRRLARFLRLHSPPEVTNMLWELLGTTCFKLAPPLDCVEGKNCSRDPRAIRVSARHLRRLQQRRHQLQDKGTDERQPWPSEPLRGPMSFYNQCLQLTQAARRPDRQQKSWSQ
UHRF1 MBD2 ctr: human UHRF1 methylated DNA binding inhibitors | UHRF1 binding to methylated oligo, TR-FRET | inhibition, % at 4.4 µM | 370,000 compounds, 0.75% hits; in the data active = inhibition above about 21%;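 also: UHRF1 SRA domain binding a hemimethylated CpG hairpin DNA probe; 0% = median of test compound wells and 100% = reference inhibitor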
* = called active by the depositor; i = inactive; . = no result given. This is a subset; count on the stated rates, not on these rows.

SMILES | NR1D1 modulator | Tn6 DDE FP | ARFGAP1 inhibitor | proKLK7 act | PLC-gamma1 inh | PLCb3 inh | ASAP1 GAP inh | Tn7 DDE FP | HGIII-sPLA2 inh | UHRF1 MBD2 ctr
Cc1ccccc1OP(N)(=O)Oc1ccccc1C | -6 | -6 | -4 | -0.1 | 4 | 3 | 4 | -6 | 0 | 2
Cc1ccc(S(=O)(=O)CC(=O)c2cc(C)c(OC(=O)N(C)C)c(C)c2)cc1 | 0 | -1 | 0 | -0.2 | -1 | 0 | 5 | -1 | -26 | -1
CC(C)(C)c1ccc(O)c(CN2CCN(c3ccccc3)CC2)c1 | 6 | -1 | -3 | 0.1 | 5 | 5 | 0 | -2 | 3 | 1
NC(Cc1ccccc1)c1nc(-c2ccccc2)no1 (stereo not drawn) | 1 | 4 | -4 | 0.6 | 7 | -4 | 10 | 6 | -1 | 3
Cc1nn(C)c(C)c1/C=C1/CC2C3CC=C4CC(O)CCC4(C)C3CCC2(C)C1=O (stereo not drawn) | -1 | 3 | 11 | -0.1 | 0 | 4 | -2 | -3 | -4 | 1
O=C1NC(=O)N(c2ccc(Br)cc2)C(=O)/C1=C/c1ccsc1 | 0 | 9 | -8 | 0.1 | -2 | -8 | -8 | 1 | -14 | 1
O=c1[nH]c(=S)n(CCC2=CCCCC2)c(O)c1/C=N/N1CCOCC1 | 0 | -6 | 11 | 0.5 | -4 | -12 | -6 | 0 | 3 | 0
CCC(=O)OC1CCC2C3CCC4CC(=O)C=CC4(C)C3CCC12C (stereo not drawn) | -4 | -3 | 6 | -0.6 | 5 | 0 | -3 | 1 | 9 | 7
CCCCn1c(=O)c(C(=O)Nc2cccc(C)c2)c(O)c2ccccc21 | 2 | 4 | -6 | 0.3 | -1 | -6 | -1 | 4 | -2 | -1
CC(=O)N1CCC2(CC1)CC(=O)c1cc(OCC(=O)N3CCN(C)CC3)ccc1O2 | -2 | 4 | 11 | 42* | i | i | -10 | 0 | 4 | 1
CCCC(=O)NC(Oc1ccc(OC)cc1)C(Cl)(Cl)Cl (stereo not drawn) | -2 | -5 | 5 | 0.5 | -2 | 2 | -3 | 4 | 1 | 1
O=c1[nH]c2ccccc2n1C1CCN(C(c2ccnc3ccccc23)c2nnnn2-c2ccc3c(c2)OCCO3)CC1 (stereo not drawn) | 1 | -4 | 3 | -0.1 | 0 | 1 | -1 | -1 | -18 | 0
CSc1nc(C)c(Br)c(N2CC2)n1 | 3 | 0 | 3 | 0.3 | 0 | -6 | -7 | 4 | 11 | 2
CCOC(=O)C1(CCOc2ccccc2)CCN(Cc2ccccc2OC)CC1 | 2 | -5 | 5 | 0.0 | 2 | -10 | 1 | 2 | 6 | 2
CC(C)Cc1nc(N2CCNCC2)c(C#N)c2c1CCC2 | 4 | 3 | 7 | 0.9 | -2 | -7 | 8 | -10 | -8 | 5
COC(=O)C1=C(c2ccc(Cl)c(C(F)(F)F)c2)C[C@@H]2CC[C@H]1N2C(=O)NC(C)C | -2 | 1 | -1 | -0.6 | -1 | 0 | 4 | -3 | 2 | 3
CC(C)N1CCN(Cc2c[nH]c3ccccc23)CC1CCO (stereo not drawn) | -1 | 0 | -9 | 0.4 | 2 | -6 | 11 | -7 | -5 | -1
C=CCN1C(=O)/C(=C/c2cc(C)n(-c3cccnc3)c2C)C(=O)NC1=S | -1 | -5 | -4 | -0.3 | -11 | -11 | -1 | 8 | 0 | 1
COc1ccc(CNC(=O)CCC(=O)N2C[C@H]3C[C@H](C2)c2cccc(=O)n2C3)cc1OC | 2 | -8 | 12 | -1.0 | 2 | 2 | -1 | -2 | 6 | 1
CCOc1ccccc1N1C(=O)NC(=O)/C(=C/c2ccc3c4c(cccc24)CC3)C1=O | -2 | -1 | -7 | -74 | -121 | -156 | 11 | 3 | -7 | -5

Shown comma-delimited: part of the list above.
SMILES,NR1D1 modulator,Tn6 DDE FP,ARFGAP1 inhibitor,proKLK7 act,PLC-gamma1 inh,PLCb3 inh,ASAP1 GAP inh,Tn7 DDE FP,HGIII-sPLA2 inh,UHRF1 MBD2 ctr
CC(=O)N1CCC2(CC1)CC(=O)c1cc(OCC(=O)N3CCN(C)CC3)ccc1O2,-2,4,11,42*,i,i,-10,0,4,1
CCCC(=O)NC(Oc1ccc(OC)cc1)C(Cl)(Cl)Cl (stereo not drawn),-2,-5,5,0.5,-2,2,-3,4,1,1
O=c1[nH]c2ccccc2n1C1CCN(C(c2ccnc3ccccc23)c2nnnn2-c2ccc3c(c2)OCCO3)CC1 (stereo not drawn),1,-4,3,-0.1,0,1,-1,-1,-18,0
CSc1nc(C)c(Br)c(N2CC2)n1,3,0,3,0.3,0,-6,-7,4,11,2
CCOC(=O)C1(CCOc2ccccc2)CCN(Cc2ccccc2OC)CC1,2,-5,5,0.0,2,-10,1,2,6,2
CC(C)Cc1nc(N2CCNCC2)c(C#N)c2c1CCC2,4,3,7,0.9,-2,-7,8,-10,-8,5
COC(=O)C1=C(c2ccc(Cl)c(C(F)(F)F)c2)C[C@@H]2CC[C@H]1N2C(=O)NC(C)C,-2,1,-1,-0.6,-1,0,4,-3,2,3
CC(C)N1CCN(Cc2c[nH]c3ccccc23)CC1CCO (stereo not drawn),-1,0,-9,0.4,2,-6,11,-7,-5,-1

Compound profiles, as listed above:
Shown for `CSc1nc(C)c(Br)c(N2CC2)n1` : NR1D1 modulator: 3; Tn6 DDE FP: 0; ARFGAP1 inhibitor: 3; proKLK7 act: 0.3; PLC-gamma1 inh: 0; PLCb3 inh: -6; ASAP1 GAP inh: -7; Tn7 DDE FP: 4; HGIII-sPLA2 inh: 11; UHRF1 MBD2 ctr: 2
Shown for `CCOC(=O)C1(CCOc2ccccc2)CCN(Cc2ccccc2OC)CC1` : NR1D1 modulator: 2; Tn6 DDE FP: -5; ARFGAP1 inhibitor: 5; proKLK7 act: 0.0; PLC-gamma1 inh: 2; PLCb3 inh: -10; ASAP1 GAP inh: 1; Tn7 DDE FP: 2; HGIII-sPLA2 inh: 6; UHRF1 MBD2 ctr: 2

(list continues)
SMILES | NR1D1 modulator | Tn6 DDE FP | ARFGAP1 inhibitor | proKLK7 act | PLC-gamma1 inh | PLCb3 inh | ASAP1 GAP inh | Tn7 DDE FP | HGIII-sPLA2 inh | UHRF1 MBD2 ctr
CC(Cc1ccccc1)NC(=O)NC(C)Cc1ccccc1 (stereo not drawn) | 1 | -7 | -5 | -0.1 | 0 | 2 | -8 | 4 | 1 | 1
Clc1ccc2nc3c(c(-c4ccccc4)c2c1)CNCC3 | -2 | 3 | 10 | 0.1 | -1 | -1 | -2 | 10 | -3 | 1
Cc1nc2ccccc2c(=O)n1-c1ccccn1 | -6 | 0 | 15 | -0.2 | -1 | -1 | 2 | -2 | 3 | -1
O=C(c1ccc(CS(=O)(=O)c2ccccc2)o1)N1CCC2(CC1)OCCO2 | -1 | 0 | 5 | 0.2 | -1 | -1 | -8 | 5 | 2 | 4
CSc1nc(N)c(N=Nc2ccc([As](=O)(O)O)cc2)c(=O)[nH]1 | -10 | -10 | 7 | -0.2 | -1 | -6 | -2 | -5 | 3 | 0
COc1ccc(CCNCc2ccc(Br)cc2)cc1OC | 3 | 3 | 3 | 0.0 | 0 | -7 | -3 | 3 | 0 | 0
CSc1ncc(Cl)c(C(=O)O)n1 (tested in a mixture with another compound) | 4 | 6 | 6 | 0.2 | 4 | 2 | 6 | -4 | 5 | 16
Oc1c(Br)cc(Br)cc1Br | 0 | 3 | -13 | -0.3 | -3 | -3 | 9 | -4 | -5 | 2
O=C(c1cc2nc(-c3ccccc3)cc(-c3ccccc3)n2n1)N1CCC2(CC1)OCCO2 | 0 | 4 | -2 | -2.3 | -104 | -135 | 4 | 5 | -1 | 0
CC(C)n1cc(C(=O)N(CC(=O)NC2CCCC2)Cc2ccccc2)cn1 | -3 | 4 | 6 | -0.6 | 1 | 3 | -6 | -1 | 9 | 4
CN1c2ccc(Br)cc2[C@H]2NCC[C@H]2[C@H]1CO | -1 | 6 | . | 1.0 | -22 | -26 | . | 5 | -1 | -4
O=c1[nH]c(=O)n(Cc2ccc(F)cc2)c(O)c1C=NCCCO | 1 | -11 | 2 | 0.4 | 3 | 1 | 12 | -10 | 3 | 1
O=C(c1cn(Cc2ccccc2F)c2ncccc12)C(F)(F)F | 8 | 8 | 10 | -0.9 | -2 | -7 | -2 | 2 | 7 | -1
C=CCN1CC[C@]23c4c5ccc(O)c4OC2C(O)C=CC3[C@H]1C5 (stereo partly drawn) | 0 | -2 | 4 | -0.5 | -2 | -6 | -14 | -5 | 12 | 5
CCCN1CCc2cc(O)cc3c2[C@H]1Cc1ccc(O)c(O)c1-3 | 0 | -11 | 8 | -40 | -40 | -52 | 17 | -2 | 9 | 4
CN(C)C(=O)Oc1ccc2oc(=O)cc(-c3cc4ccccc4o3)c2c1 | 6 | -1 | -2 | -3.1 | -34 | -54 | -10 | 13 | 2 | -2
CC1(C)NC(=S)C(C)(C)N1N=O | 6 | -4 | 12 | 0.1 | 4 | 3 | 0 | -6 | 6 | -2
O=c1cccc2n1CC1CC2CN(c2nc(N3CCCCC3)nc(N3CCCCC3)n2)C1 (stereo not drawn) | 1 | 3 | 12 | -0.4 | 5 | -3 | -2 | 3 | 11 | 2
OCC1CO1 (stereo not drawn) | 3 | 5 | -11 | -0.1 | -2 | -1 | -10 | 1 | 6 | 2
CCCCOc1ccc(CN2CCN(CCO)CC2)cc1 | 1 | 3 | 1 | -0.1 | -2 | 2 | 0 | 2 | 2 | 1
S=P1(Oc2ccccc2)Nc2ccccc2N1 | -2 | 7 | 4 | -0.4 | 0 | 1 | -8 | -1 | 3 | -2
CCc1ccc(-c2nn(Cc3ccccc3)cc2C=O)cc1 | 6 | 6 | -4 | 0.0 | -2 | -1 | -5 | 3 | -5 | 2
CN(C)C(=O)Oc1ccc2c(c1)O/C(=C\c1cccc([N+](=O)[O-])c1)C2=O | 0 | -3 | 5 | 0.0 | 1 | -4 | -7 | 0 | -6 | -3
CN1C(=O)/C(=C\c2ccc(N3CCCCC3)o2)C(=O)NC1=S | 110* | 3 | 11 | -0.2 | 0 | 1 | 7 | -12 | -1 | -13
Cc1cc(/C=C2\C(=O)NC(=S)N(C)C2=O)c(C)n1C1CCCCC1 | 2 | 6 | 2 | -0.1 | -2 | 3 | -10 | 7 | 3 | 1
COC(=O)C(C)Oc1cc(C)cc2oc(=O)c3c(c12)CCCC3 (stereo not drawn) | 2 | -12 | 10 | 7.2 | -101 | -120 | -4 | -3 | 2 | 0
COC(=O)C1=C(c2ccc(F)cc2OCc2ccccc2)C[C@@H]2CC[C@H]1N2C(=O)NCCOc1ccc(OC)cc1 | 0 | -1 | 8 | 0.7 | 3 | -1 | -15 | 5 | -14 | -1
Nc1ccccc1N=Cc1c(O)n(CCC2=CCCCC2)c(=O)[nH]c1=O | -1 | -2 | 7 | -1.4 | -24 | -28 | -2 | 3 | 5 | -1
